Screening data (PubChem)
Growth percent in the NCI-60 one-dose screen (48 h, 10 µM unless noted): 100 = growth as untreated, 0 = no growth, -100 = all killed.
HOP-92 = HOP-92 NSCLC cells. hit rate 6.3% among 71,000
CCRF-CEM = CCRF-CEM leukemia; hit rate 7% among 77,000
EKVX = EKVX NSCLC | hit rate 3% among 71,000 | AID 1794765
RPMI-8226 = RPMI-8226 leukemia cells; hit rate 7.5% among 77,000; AID 1794781
A549/ATCC = A549/ATCC NSCLC; AID 1794740; hit rate 3.7% among 81,000
M14 = M14 melanoma. hit rate 6.2% among 80,000
MOLT-4 = MOLT-4 leukemia cells; hit rate 6.9% among 80,000
HOP-62 = HOP-62 NSCLC. hit rate 3.9% among 80,000. AID 1794735
* = called active by the depositor; · = not tested or not shown; & = joins results of further samples; [ ] = remark or other dose. Rule for the calls: active = growth percent below 10; inactive = the rest.

SMILES | HOP-92 | CCRF-CEM | EKVX | RPMI-8226 | A549/ATCC | M14 | MOLT-4 | HOP-62
CC(=O)/C=C/c1ccc(OCc2ccc(C(C)(C)C)cc2)cc1 | 89.5 | 28.0[100 µM] | 95.1 | 67.6 | 80.3 | 67.0 | 68.3 | 88.0
CC(C)(C)c1ccc(S(=O)(=O)Oc2ccc(NC(=O)c3ccc(Cl)cc3)cc2)cc1 | 96.5 | 92.5 | 83.0 | 73.3 | 85.6 | 93.7 | 84.9 | 98.9
NS(=O)(=O)c1ccc(N=Nc2c(O)n(CC(=O)Nc3ccccc3)c3ccccc23)cc1 | 77.3 | 50.2 | 38.4 | 42.7 | 0.9* | 11.2 | 7.1* | 10.8
N=c1o[n-][n+](-c2ccccc2)c1-c1ccccc1 | 83.6 | 59.3 | 117.2 | 68.6 | 105.6 | 90.2 | 77.4 | 85.4
C=C(C)[C@@H]1CC[C@]2(C(=O)N3CCN(C)CC3)CC[C@]3(C)[C@H](CC[C@@H]4[C@@]5(C)CC[C@H](OCCC#N)C(C)(C)[C@@H]5CC[C@]43C)[C@@H]12 | 93.0 | 23.0 | 100.8 | 29.7 | 80.0 | 107.2 | 59.7 | 108.3
NC(CSCCc1ccncc1)C(=O)O (configuration not stated) | 89.2 | 95.5 | · | 101.2 | 94.9 | 104.6 | 101.0 | 108.4
O=C1/C(=C/c2ccc(F)cc2)CN(C(=O)C(Cl)Cl)C/C1=C\c1ccc(F)cc1 | -48.0* | 2.4* | -17.9* | -31.4* | -31.8* | -68.5* | -18.2* | -19.1*
CC(C)N1C(=O)C2C3C=CC(C3)C2C1=O (configuration not stated) | · | 99.0 | 113.1 | 105.7 | 99.4 | 103.5 | 100.5 | 104.9
C/C(=N/NS(=O)(=O)c1ccc(N)cc1)c1cccs1 | 93.6 | 64.1 | 101.0 | 91.9 | 102.6 | 104.4 | 90.4 | 97.2
Cc1ccc(-c2nn(CC(=O)N3CCCC3)c(N)c2C#N)cc1 | 97.3 | 102.8 | 102.8 | 105.6 | 103.7 | 98.4 | 99.7 | 96.4

Sorted by length of the SMILES (rising): part of the list above.
SMILES | HOP-92 | CCRF-CEM | EKVX | RPMI-8226 | A549/ATCC | M14 | MOLT-4 | HOP-62
NC(CSCCc1ccncc1)C(=O)O (configuration not stated) | 89.2 | 95.5 | · | 101.2 | 94.9 | 104.6 | 101.0 | 108.4
CC(C)N1C(=O)C2C3C=CC(C3)C2C1=O (configuration not stated) | · | 99.0 | 113.1 | 105.7 | 99.4 | 103.5 | 100.5 | 104.9
N=c1o[n-][n+](-c2ccccc2)c1-c1ccccc1 | 83.6 | 59.3 | 117.2 | 68.6 | 105.6 | 90.2 | 77.4 | 85.4
C/C(=N/NS(=O)(=O)c1ccc(N)cc1)c1cccs1 | 93.6 | 64.1 | 101.0 | 91.9 | 102.6 | 104.4 | 90.4 | 97.2
Cc1ccc(-c2nn(CC(=O)N3CCCC3)c(N)c2C#N)cc1 | 97.3 | 102.8 | 102.8 | 105.6 | 103.7 | 98.4 | 99.7 | 96.4
CC(=O)/C=C/c1ccc(OCc2ccc(C(C)(C)C)cc2)cc1 | 89.5 | 28.0[100 µM] | 95.1 | 67.6 | 80.3 | 67.0 | 68.3 | 88.0
NS(=O)(=O)c1ccc(N=Nc2c(O)n(CC(=O)Nc3ccccc3)c3ccccc23)cc1 | 77.3 | 50.2 | 38.4 | 42.7 | 0.9* | 11.2 | 7.1* | 10.8
C=C(C)[C@@H]1CC[C@]2(C(=O)N3CCN(C)CC3)CC[C@]3(C)[C@H](CC[C@@H]4[C@@]5(C)CC[C@H](OCCC#N)C(C)(C)[C@@H]5CC[C@]43C)[C@@H]12 | 93.0 | 23.0 | 100.8 | 29.7 | 80.0 | 107.2 | 59.7 | 108.3

(continued)
SMILES | HOP-92 | CCRF-CEM | EKVX | RPMI-8226 | A549/ATCC | M14 | MOLT-4 | HOP-62
Cc1ccc(Cn2c(-c3cccc(NS(C)(=O)=O)c3)nc3ccccc32)cc1 | 114.6&83.3 | 100.7&101.7 | 99.1&87.5 | 84.1&93.3 | 96.8&82.4 | 102.9&89.6 | 89.6&94.7 | 112.9&87.3
COc1ccc(C(Nc2ccccn2)c2c(C)[nH]c3ccccc23)cc1 (configuration not stated) | 81.4 | 93.3 | · | 80.2 | 103.1 | 107.3 | 98.8 | 95.4
c1ccc2c(c1)CC1C[C@@H](c3cccc4ccccc34)N2O1 (some centres not stated) | · | 86.3 | 89.7 | 90.9 | 82.1 | 93.6 | 82.8 | 89.3
CC(O)C(=O)Nc1ccccc1 (configuration not stated) | 97.8 | 101.9 | 115.8 | 112.6 | 105.1 | 107.4 | 100.9 | 112.6
O=C(N/N=C/c1ccc2c(c1)CCC2)c1cccc(O)c1 | · | 139.3 | 99.6 | 131.3 | 96.0 | 108.1 | 111.6 | ·
CCCCOc1ncnc2c1CC(C)c1cc(OC)ccc1N2C (configuration not stated) | 105.3 | 93.0 | 102.1 | · | 94.6 | 100.5 | 102.6 | 93.3
Cc1cc(C(NC(=O)CCCCCNc2cccc3c2C(=O)N(C2CCC(=O)NC2=O)C3=O)c2cccnc2)c(O)c2ncccc12 (configuration not stated) | -3.5* | -4.8* | 34.3 | 14.6 | 28.0 | -5.3* | 1.3* | 10.2
CCOC(=O)Nc1ccc(OC(=O)Oc2ccc(NC(=O)OCC)cc2)cc1 | · | 84.4 | 98.2 | 110.2 | 106.4 | 113.7 | 86.0 | 111.0
CCC(=O)N1CCN(c2ccc(NC(=O)COc3ccc(Cl)c(C)c3)cc2)CC1 | 92.7 | 88.1 | · | · | 87.3 | 92.7 | 86.1 | 100.2
COc1ccc(-c2cnc3sc4c(-c5ccccc5)n[nH]c(=O)c4n23)cc1 | 93.7 | 82.3 | 98.9 | 90.3 | 93.6 | 100.3 | 85.8 | 89.9
Nc1nc(SCc2ccccn2)c2[nH]cnc2n1 | 77.0 | 88.3 | 88.1 | 93.9 | 104.4 | 109.6 | 112.2 | 97.0
COC(CC(F)F)c1cn(S(=O)(=O)c2ccc(C)cc2)c2ccccc12 (configuration not stated) | 40.8 | 11.1 | 48.3 | 32.1 | 33.9 | 7.6* | 22.3 | 34.1
CCOC(=O)c1[nH]cc2c1CCc1sc(Nc3ncccn3)nc1-2 | 88.3 | 96.7 | 104.9 | 92.4 | 91.1 | 100.3 | 93.0 | 99.5
CC1(c2ccccc2)CC(c2ccccc2)=C(C#N)C(=O)N1 (configuration not stated) | 95.7 | 89.6 | 93.7 | 96.8 | 98.3 | 103.3 | 89.5 | 94.2
N=c1c2cn[nH]c2nc2sc3cc(Cl)c(Cl)cc3n12 | 92.1 | 131.3 | 91.9 | 98.4 | 108.4 | 115.1 | 101.9 | 108.3
NCCCNc1nc2ccccc2c2c(=O)c3cc(F)cc(Cl)c3sc12 | 70.4 | 6.8* | 91.9 | · | 79.1 | 90.4 | 77.7 | 92.6
CC1CC(C)(C)NC2(CCCC2)N1 (configuration not stated) | · | 99.1 | 112.7 | · | 100.1 | 112.6 | 97.5 | 105.9
O=C(Nc1nn(-c2c(Cl)cc(Cl)cc2Cl)nc1-c1ccccc1)c1ccccc1 | 89.5 | 91.5 | 99.5 | 80.5 | 103.9 | 98.0 | 94.2 | 114.3
CCCCCCCCCCCCCCCCCCNC(=O)Nc1cc(C(C)C)c(O)cc1C | 85.8 | 100.7 | 92.7 | 97.2 | 86.0 | 99.3 | 99.3 | 96.2
CCOP1(=O)OCCN(C)C(=O)C1NC(=O)c1ccccc1 (configuration not stated) | 94.9 | 99.7 | 96.2 | 102.9 | 81.0 | 101.5 | 81.4 | 102.0
Cc1ccc(C(=O)CCC(=O)NNc2ccc(S(N)(=O)=O)cc2)cc1 | 100.7 | 73.3 | 106.8 | 104.0 | 102.5 | 100.5 | 91.5 | 101.8
COc1cc(CNC(=O)C2CCC(=O)N2)cc(OC)c1OC (configuration not stated) | 93.2 | 114.6 | 113.5 | 115.5 | 105.5 | 101.3 | 98.2 | 112.2
C/C(=C\CCc1ccsc1)CC/C=C(\C)CCCN1CCN(CCO)CC1 | · | 24.1 | · | -18.9* | 44.8 | 14.2 | 2.1* | 69.1
COc1ccc([C@H]2C(C(=O)c3ccc(Cl)cc3)C3(N[C@@H]2c2ccccc2)C(=O)Nc2ccc(Br)cc23)cc1 (some centres not stated) | -20.6* | 13.9 | 6.7* | -10.6* | 17.3 | 16.1 | 12.1 | -8.8*
Clc1ccc(/C(=N/N2CCCCCC2)c2ccccc2)cc1 | · | 130.1 | 104.3 | 109.9 | 84.3 | 106.8 | 105.2 | 105.7
O=C(C1CCCCC1)[C@H]1[C@]2(C(=O)NC3CCCCC32)[C@@H]2CCCN2[C@@]12C(=O)NC1CCCCC12 (some centres not stated) | 83.7[20 µM] | 96.3[20 µM] | 85.2[20 µM] | 81.2[20 µM] | 82.7[20 µM] | 97.1[20 µM] | 81.3[20 µM] | 83.5[20 µM]
C=C(C)[C@@H]1CC[C@]2(C(=O)NCCCN(CCC#N)CCC#N)CC[C@]3(C)[C@H](CC[C@@H]4[C@@]5(C)CCC(=O)C(C)(C)[C@@H]5CC[C@]43C)[C@@H]12 | 102.4&82.4 | 103.1&105.9 | 103.7&91.0 | 102.6&101.2 | 97.3&91.2 | 101.0&99.0 | 88.1&109.7 | 97.9&105.1
C=C(C)[C@@H]1CC[C@]2(CN)CC[C@]3(C)[C@H](CC[C@@H]4[C@@]5(C)CCCNC(C)(C)[C@@H]5CC[C@]43C)[C@@H]12 | -29.4* | -27.4* | 6.8* | -43.8* | -68.4* | -77.7* | -45.4* | 21.2
CCn1cc(C(=O)O)c(=O)c2cc(F)c(N3CCN(CC(=O)Nc4ccc(OC)cc4)C(C)C3)c(F)c21 (configuration not stated) | 101.4 | 105.6 | 107.9 | 105.6 | 100.2 | 97.1 | 102.5 | 105.0
O=C(C[C@]1(O)C(=O)Nc2ccccc21)c1cccc(C(F)(F)F)c1 | 77.3 | 97.0 | 99.5 | 88.7 | 99.2 | 93.1 | 96.0 | 78.8
N#Cc1c(NC(=O)c2cccc(Br)c2)sc2c1CCCC2 | 86.2 | 63.5 | 92.3 | 77.8 | 75.2 | 72.2 | 52.3 | 83.3
Cc1cc(=O)oc2cc(OCCn3cc(COC(=O)/C=C/c4cn(-c5ccccc5)nc4-c4ccc(Cl)cc4)nn3)ccc12 | 114.4 | 104.5 | 93.0 | 100.5 | 105.2 | 109.3 | 106.9 | 108.5
C=CCOC1=CC(=O)c2ccccc2C1=O | 114.4 | · | 115.8 | 92.7 | 91.4 | 79.5 | 65.8 | 95.6
COc1ccc2[nH]c(=O)cc(-n3nc(C)c(C#N)c3N)c2c1 | 108.0 | 98.4 | 101.9 | 99.2 | 109.1 | 107.9 | 108.9 | 107.8
CCCCC(CC#N)(CCC)CCC | 99.7 | 94.7 | · | 100.3 | 94.4 | 97.4 | 97.5 | 116.3
C(CCSC1=NCCN1)CCSC1=NCCN1 | 55.2 | 104.8 | 111.6 | 100.8 | 109.0 | 103.2 | 98.6 | 94.9
COc1cc2c(cc1OC)C(Sc1ccc(SC)cc1)c1c(nc(N)c(C#N)c1N)O2 (configuration not stated) | -23.7* | -32.7* | -45.6* | -37.9* | -63.5* | -80.6* | -26.3* | -46.3*
CC(C)C(C(=O)N(C)CC(O)c1ccc(O)cc1)N1C(=O)/C(=C/c2ccc(Br)cc2)SC1=S (configuration not stated) | 83.6 | 44.3 | 85.0 | 86.4 | 83.2 | 94.7 | 78.5 | 112.8
CCCn1c(=O)c(CCc2ccccc2)nc2c1c(=O)[nH]c(=O)n2Cc1ccccc1 | 79.5 | 56.5 | 95.4 | 92.8 | 98.2 | 124.2 | 84.8 | 104.6
Cc1nnc2c3ccccc3c(=O)c3ccccc3n12 | 62.6 | 100.0 | 100.2 | 91.3 | 94.6 | 83.3 | 92.3 | 78.0
CCC(/C(=N\Nc1c(Cl)cc(Cl)cc1Cl)c1ccccc1)n1ccnc1C (configuration not stated) | 35.1 | 89.4 | 66.1 | 53.2 | 74.1 | 82.6 | 77.2 | 79.6
CCCCNc1ccc2c3c(cccc13)C(=O)N(c1cccc(-c3nn(-c4ccccc4)cc3-c3nc4ccccc4s3)c1)C2=O | 100.3 | 105.2 | 96.4 | 95.3 | 117.0 | 99.6 | 112.8 | 106.7
O=C(Nc1ccncc1)c1noc2ccccc12 | 88.0 | 90.6 | 96.9 | 89.0 | 85.6 | 99.2 | 92.0 | 96.7
N#Cc1c(Oc2ccccc2)nc2n(c1=O)-c1ccccc1Sc1ccccc1-2 | 81.4 | 92.6 | 93.3 | 92.4 | 88.8 | 94.2 | 69.2 | ·
Cc1nc(Nc2ccc(S(=O)(=O)Nc3cc(C)on3)cc2)c2ccccc2n1 | 89.0 | 103.2 | 90.0 | 110.9 | 107.8 | · | 104.2 | 100.8
Clc1ccc(COc2ccc(Nc3ncnc4sc5c(c34)CCCC5)cc2Cl)cc1 | 88.0 | 92.9 | 98.4 | 96.3 | 91.4 | 101.6 | 98.1 | 97.0
COC(=O)C(N)CC(C)C (configuration not stated) | · | · | · | 99.2 | 103.4 | 92.6 | 91.9 | 109.6
CC(C)Cc1ccc(C(C)C(=O)OCc2ccc(Cn3c(=O)sn(-c4ccc(Cl)cc4)c3=O)cc2)cc1 (configuration not stated) | 80.0 | 96.7 | 94.3 | · | 94.2 | · | 95.6 | 92.2
Cn1c2c(cc(S(=O)(=O)c3ccccc3)c1=O)CCc1c-2cnn1-c1ccccc1Cl | 90.8 | 96.4 | · | 91.7 | 86.7 | 110.2 | 90.7 | 112.6
